PKA-R1A activ = activators of PKA-R1A complex | PKA-R1A dissociation, Cy5-IP20 fluorescence polarization; scaled: DMSO 0%, 113 µM cGMP 100% | AID 504707 | 0.083% of 340,000 active | P00514+P68181 | activation, % at 11.4 µM;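 active = percent activation above the mean of all tested compounds plus 3 SD, cut at about 19% in these data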;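 also: higher means more PKAc released from R1A so a rise in polarization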
phage Ecoli inh = E. coli growth loss with phage present; growth absorbance; inhibition, % at 11.9 µM; 0.26% of 360,000 active; in the data active = inhibition above about 11%
HTR5A inv ctr = HTR5A inverse agonism, opioid heterodimer counter-screen | P47898 | HTR5A cell line, luminescence | inhibition, % at 9.3 µM | 0.083% of 340,000 active | AID 504634; in the data active = inhibition mostly above about 23%, no sharp cut-off; inactive = mostly below about 18%;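 also: 0% = cells with DMSO and 100% = no-cell wells with DMSO; some compounds called inactive have numbers as strong as hits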
PKA-R2B act = PKA-R2B complex activation | P22694+P31323 | PKA-R2B holoenzyme dissociation, Cy5-IP20 fluorescence polarization; R2B truncated from residue 108, S112A mutant; 0% DMSO only, 100% 113 µM cGMP | activation, % at 11.4 µM | 0.079% of 340,000 active | AID 504700;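 active = activation above a cutoff set at the mean over all compounds plus 3 SD, cut at about 18% in these data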;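 also: higher means more holoenzyme dissociation and a rise in polarization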
Target sequence (P31323 whole entry, looked up, other chains not shown, the tested form may be a part): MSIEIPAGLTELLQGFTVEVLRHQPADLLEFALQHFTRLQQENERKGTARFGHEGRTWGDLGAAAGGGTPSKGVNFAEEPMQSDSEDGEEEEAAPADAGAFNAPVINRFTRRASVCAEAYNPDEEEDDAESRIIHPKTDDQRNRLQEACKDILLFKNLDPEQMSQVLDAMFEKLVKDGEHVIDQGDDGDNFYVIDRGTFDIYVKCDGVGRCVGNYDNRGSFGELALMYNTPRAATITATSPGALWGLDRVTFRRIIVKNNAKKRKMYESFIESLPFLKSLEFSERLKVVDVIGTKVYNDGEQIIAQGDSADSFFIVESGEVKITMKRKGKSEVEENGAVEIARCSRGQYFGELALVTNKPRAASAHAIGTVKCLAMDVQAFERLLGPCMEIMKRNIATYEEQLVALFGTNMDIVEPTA
E coli growth = reduces bacterial viability in AddAB counter-screen. 0.27% of 330,000 active. E. coli V3065 growth, OD600 absorbance, 18 h. inhibition, % at 11.9 µM;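 active = inhibition above the campaign's mean inhibition across all tested compounds plus 3 SD, cut at about 9.9% in these data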;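 also: uninfected addAB+ strain grown without phage in ampicillin broth; 0% = DMSO wells and 100% = ciprofloxacin 0.95 µg/ml wells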
Tat export inh = E. coli Tat transport inhibition; 0.036% of 340,000 active; E. coli MC4100 TorA-mCherry Tat export, fluorescence; inhibition, % at 10 µM; AID 488895;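 active = mean replicate inhibition at least 50% and at least half of replicates individually reaching 50%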;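 also: exported cargo escapes ClpAP degradation while cytoplasmic cargo is degraded and loses fluorescence; 0% = median of neutral control wells and 100% = median of NaSCN control wells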
DAGLB inh = diacylglycerol lipase beta (human) inhibition; AID 504411; HEK293T DAGLB membrane lysate, EnzChek fluorogenic substrate; 0.059% of 340,000 active; Q8NCG7; inhibition, % at 5.17 µM; in the data active = inhibition above about 34%;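 also: 0% = enzyme with vehicle and 100% = wells lacking enzyme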
Target sequence (Q8NCG7 whole entry, looked up): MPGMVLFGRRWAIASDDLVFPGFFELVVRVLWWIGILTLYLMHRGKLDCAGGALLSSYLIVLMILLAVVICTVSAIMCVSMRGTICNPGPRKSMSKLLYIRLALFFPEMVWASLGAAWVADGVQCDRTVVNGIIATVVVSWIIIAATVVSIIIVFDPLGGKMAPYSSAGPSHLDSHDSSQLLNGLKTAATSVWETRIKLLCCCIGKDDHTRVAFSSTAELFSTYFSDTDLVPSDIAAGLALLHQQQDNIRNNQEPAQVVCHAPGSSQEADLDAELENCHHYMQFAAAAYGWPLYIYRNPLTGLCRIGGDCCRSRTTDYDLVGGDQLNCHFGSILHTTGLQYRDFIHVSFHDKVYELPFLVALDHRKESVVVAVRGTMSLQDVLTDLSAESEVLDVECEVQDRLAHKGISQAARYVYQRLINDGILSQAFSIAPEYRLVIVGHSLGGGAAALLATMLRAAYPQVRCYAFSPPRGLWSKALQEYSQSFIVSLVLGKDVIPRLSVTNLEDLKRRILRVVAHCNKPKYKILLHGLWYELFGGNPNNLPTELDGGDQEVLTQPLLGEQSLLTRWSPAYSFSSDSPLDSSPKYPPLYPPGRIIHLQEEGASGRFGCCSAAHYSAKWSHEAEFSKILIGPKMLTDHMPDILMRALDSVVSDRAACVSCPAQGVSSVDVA
CDK5 inh = blocks human CDK5/p35 kinase activity; Q00535+Q15078; Recombinant CDK5/p35, ADP-Glo luminescence, 60 min; inhibition, % at 10 µM; 0.01% of 330,000 active; AID 488839;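 active = highest replicate inhibition of at least 50% and at least 75% of replicates reaching 50%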;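 also: plate controls were DMSO neutral control for no effect and GW8510 at 10 µM for full effect; many of its hits are not listed in these tables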
SUMO Mot1 rescue = blocks SUMOylation pathway, rescuing yeast Mot1-301 growth; 1% of 320,000 active; S. cerevisiae Mot1-301 growth rescue, ATP luminescence, 38.5C; percent above DMSO median, 100 means doubled; AID 2716; growth rescue, % at 18.8 µM;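 active = every valid replicate shows activation above 250% relative to neutral control wells; inactive = the rest, any valid replicate at or below 250%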;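 also: OY570 slx delta 5 strain wells were the positive control but not used for scaling; some compounds called inactive have numbers as strong as hits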
AddAB inh = less growth of phage-infected E. coli with AddAB; E. coli expressing H. pylori AddAB, absorbance growth; inhibition, % at 11.9 µM; 0.29% of 330,000 active; AID 435030; in the data active = inhibition above about 12%;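 also: 0% = vehicle wells of infected cells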
HTR5A ag = HTR5A agonism, opioid heterodimer counter-screen. P47898. HTR5A agonist assay, luminescence, cell-based. activation, % at 9.3 µM. 0.61% of 340,000 active; in the data active = activation mostly above about 9.5%, no sharp cut-off; inactive = mostly below about 7.6%;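 also: 0% = cells with vehicle only and 100% = reference agonist; strong numbers were not always called active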
Numbers without * were called inactive; i = inactive; nt = no result given. Rows are unselected; overall some 2.3% were active at least once.

Preview (two entries):
SMILES | PKA-R1A activ | phage Ecoli inh | HTR5A inv ctr | PKA-R2B act | E coli growth | Tat export inh | DAGLB inh | CDK5 inh | SUMO Mot1 rescue | AddAB inh | HTR5A ag
CC1CCC2(CC1)NC(=O)N(CC(=O)N1CCN(S(=O)(=O)c3ccc4c(c3)CCC4)CC1)C2=O (stereo unspecified) | 0 | 3.1 | -2 | -5 | -1.9 | 3 | 2 | -1.6 | 1 | -0.9 | -7
Cc1ccc(/C(N)=N/OC(=O)c2cccs2)cc1 | -12 | 3.1 | -14 | 4 | 2.0 | -14 | -12 | 3.9 | 0 | -0.7 | -2

The whole of this part, from the start:
SMILES | PKA-R1A activ | phage Ecoli inh | HTR5A inv ctr | PKA-R2B act | E coli growth | Tat export inh | DAGLB inh | CDK5 inh | SUMO Mot1 rescue | AddAB inh | HTR5A ag
CC1CCC2(CC1)NC(=O)N(CC(=O)N1CCN(S(=O)(=O)c3ccc4c(c3)CCC4)CC1)C2=O (stereo unspecified) | 0 | 3.1 | -2 | -5 | -1.9 | 3 | 2 | -1.6 | 1 | -0.9 | -7
Cc1ccc(/C(N)=N/OC(=O)c2cccs2)cc1 | -12 | 3.1 | -14 | 4 | 2.0 | -14 | -12 | 3.9 | 0 | -0.7 | -2
CS(=O)(=O)N1CCN(c2ccc(NC(=O)c3cc4ccccc4o3)cc2)CC1 | 2 | 0.3 | -15 | 8 | -1.2 | -3 | 8 | 1.5 | -14 | -0.2 | 4
COc1ccc(C(O)c2nccn2Cc2ccccc2)cc1 (stereo unspecified) | -4 | 1.8 | 1 | -7 | 1.9 | 7 | 0 | -4.4 | 39 | -0.8 | 1
CCC(NC(=O)CCCc1ccccc1)c1ccccc1 (stereo unspecified) | -8 | 1.1 | 10 | -13 | 1.6 | -7 | -2 | -0.9 | -7 | 1.2 | -3
S=c1[nH]nc(-c2ccco2)n1/N=C/C(Cl)=C/c1ccccc1 | -11 | 1.9 | 11 | -2 | -0.9 | 4 | 6 | 1.3 | -7 | 1.8 | 1
CCOC(=O)[C@@H]1[C@H]2COc3ccccc3[C@H]2N2C(=O)N(c3ccc(F)cc3)C(=O)[C@]12C | -2 | 0.8 | -14 | 1 | 1.0 | 8 | -1 | 2.1 | -24 | 2.2 | 5
COc1cc(NC(=O)c2cccc3c2C(=O)N(Cc2cccnc2)C3)cc(OC)c1OC | -6 | -0.1 | 11 | -5 | -0.8 | 5 | 0 | -0.2 | -8 | 1.5 | -4
Cc1ccc(C(=O)OCC(=O)NC(=O)NCc2ccccc2)cc1C | 1 | 0.1 | 6 | -4 | 0.0 | 0 | -1 | -0.2 | 0 | -0.9 | -2
O=C(CCNS(=O)(=O)c1cccc(C(F)(F)F)c1)NC1CC1 | 1 | 1.8 | 17 | -11 | -1.3 | 1 | -1 | 1.2 | -14 | 3.0 | -7
Cc1ccc(CS(=O)(=O)c2ncn[nH]2)cc1 | -2 | 2.6 | -4 | -4 | -0.4 | 8 | 0 | -0.8 | -1 | 2.0 | 0
Cc1ccc(NC(=O)NCCN2CCN(c3ccccc3)CC2)cc1Cl | 0 | 0.6 | -18 | 10 | -1.2 | 6 | -2 | 0.1 | -15 | 2.4 | 5
CCN1C(=O)/C(=C\c2cccs2)C(C(=O)OC)=C1C | 4 | 0.7 | -2 | 2 | -0.2 | 1 | 0 | -0.5 | 40 | 2.0 | 1
Cc1ccc(S(=O)(=O)N(CC(=O)N(C(C)C)C(C)C)C(=O)N2CCN(C)CC2)cc1 | 8 | -0.1 | -10 | -3 | -1.4 | 5 | 3 | -0.6 | 108 | 1.3 | 0
CCCNC(=O)COC(=O)c1ccc(N2CCCC2)c([N+](=O)[O-])c1 | -9 | 5.2 | 2 | 11 | 3.4 | -1 | 2 | -0.7 | 19 | 6.8 | 2
COc1ccc(C(C(=O)NC2CCCCC2)N(C(=O)c2sc(C)nc2C)c2ccccc2C)cc1 (stereo unspecified) | -6 | 0.8 | -9 | -5 | -1.6 | 4 | -4 | 0.3 | 1 | -3.0 | 3
COC(=O)C(=Nc1ccccc1)/C(C(=O)C(=O)N(C)c1ccccc1)=C(\O)c1ccccc1 | -1 | 0.5 | -5 | -5 | 1.8 | -2 | 2 | -4.7 | 58 | 4.5 | 4
Cc1noc(C)c1S(=O)(=O)N1CCN(c2ccc([N+](=O)[O-])cc2)CC1 | -8 | 0.9 | 2 | 4 | 1.3 | 3 | 4 | 0.2 | -8 | 1.1 | -1
COC(=O)c1ccc(N=Cc2c(C(F)(F)F)[nH][nH]c2=O)cc1 | -2 | 3.0 | -11 | 3 | 1.9 | -1 | -1 | -0.7 | -4 | -0.2 | 4
Cc1ccccc1OCCn1c(C)nc2ccccc21 | 0 | 1.4 | 11 | -5 | 1.8 | -6 | -4 | -0.1 | 2 | 1.7 | -3
COc1ccccc1NC(=O)NCC(=O)Nc1c(C)cccc1C | 2 | 0.8 | 5 | 0 | -1.4 | 4 | 0 | -0.6 | 25 | -0.8 | -2
CCCC(=O)n1nc(-c2ccco2)nc1SCc1ccccc1 | -13 | nt | 11 | 5 | -1.9 | 0 | -5 | 1.5 | 2 | 0.8 | -4
CCOC(=O)c1ccc(NC(=O)c2ccc3c(c2)OCO3)cc1 | -6 | 0.2 | -7 | -9 | 0.8 | -5 | -6 | 0.8 | -5 | 1.5 | 6
CCc1ccc(-n2c(=O)c3c(C)c(C(=O)N(C)C)sc3n(CC(=O)NCC3CCCO3)c2=O)cc1 (stereo unspecified) | -2 | -3.7 | 0 | 2 | 2.3 | -1 | 0 | -1.4 | 18 | 0.3 | 0
CN(C)c1ccc(C(=O)OCc2cc(=O)n3ccsc3n2)cc1 | -12 | 1.9 | -9 | -15 | -1.2 | -3 | -3 | -2.2 | nt | 0.4 | 2
O=C(Cc1ccccc1)N1O[C@H]2C=C[C@@H]1CC2 | -1 | -0.5 | 8 | -1 | 0.5 | 3 | -1 | -2.7 | nt | 0.4 | -2
Cc1ccccc1OCCSc1nc(N(C)C)nc(N(C)C)n1 | -5 | 1.6 | 2 | 1 | 1.3 | 3 | -12 | 0.0 | 7 | 0.9 | -1
O=C(CSc1nnc(-c2ccco2)n1-c1ccccc1)NCc1ccc2c(c1)OCO2 | 1 | -0.6 | 4 | -11 | -1.7 | -1 | 3 | 1.6 | 5 | 3.4 | -5
CCOC(=O)C1CCN(C(=O)C2CCCN2S(=O)(=O)c2ccc(Cl)cc2)CC1 (stereo unspecified) | -12 | 1.1 | -2 | 5 | 1.5 | -2 | -2 | 0.8 | 114 | 1.3 | 4
CCOC(=O)C1CCCN(C(=O)CCc2ccccc2)C1 (stereo unspecified) | -3 | 1.2 | 15 | 2 | 3.2 | -5 | 4 | 0.1 | -9 | 3.2 | 0
CC[C@]12c3[nH]c4ccccc4c3CCN1C(=O)C(CC(=O)NC/C=C(\C)CCC=C(C)C)C[C@@H]2C(=O)N1CCN(C(=O)C2CC2)CC1 (stereo partly specified) | 5 | 1.6 | -4 | -4 | -5.2 | 12 | 1 | 0.2 | 6 | -1.3 | 1
O=C1CNCc2[nH]c3ccccc3c2N1c1ccccc1 | 4 | 1.2 | 7 | 1 | -0.9 | -4 | 1 | 0.0 | -17 | -2.1 | -3
Cn1cc(Cl)c(-c2n[nH]c(=S)n2C2CCCCC2)n1 | -3 | 3.6 | 10 | -6 | 0.9 | -3 | 4 | -1.3 | 7 | 1.5 | -4
CCOC(=O)c1sc(NC(=O)CN2C(=O)c3cccc4cccc(c34)C2=O)nc1C | 5 | 0.9 | 3 | -9 | -0.7 | -4 | -1 | -0.1 | -7 | 0.6 | -3
Cc1cc(C)cc(NC(=O)c2cccc(NC3=NC4CS(=O)(=O)CC4S3)c2)c1 (stereo unspecified) | -8 | 4.0 | 0 | -6 | -0.6 | -8 | -1 | -0.3 | 37 | -1.7 | -3
O=C(O)CSCc1c(F)cccc1Cl | 1 | 2.0 | -14 | 4 | 1.8 | -1 | -1 | -3.6 | nt | 2.4 | 2
COC(=O)[C@H](Cc1ccc(O)cc1)NC(=O)Cn1cnc(C(=O)Nc2ccc(C)c(C)c2)n1 | 2 | 3.7 | 9 | -12 | -1.4 | -12 | -1 | 0.3 | nt | -2.3 | -3
COc1ccc(CCN2CCCn3c2nc2c3c(=O)n(Cc3ccccc3F)c(=O)n2C)cc1OC | -2 | 3.7 | -3 | -4 | 1.1 | 1 | -6 | 0.8 | -3 | 0.7 | 1
CCc1cc2c(-n3nc(C)cc3C)ncnc2s1 | 4 | 2.4 | -15 | -4 | -0.3 | -16 | -5 | -0.1 | -1 | 1.5 | 3
COc1ccccc1/C=C/C=N/n1c(COc2ccccc2)n[nH]c1=S | -6 | 0.4 | 19 | -15 | -1.7 | -4 | 4 | 0.2 | -16 | 0.9 | -6
CC(C)C(=O)Nc1ccc(C(=O)NNC(=O)C(c2ccccc2)c2ccccc2)cc1 | -18 | 2.8 | -1 | -6 | -1.7 | -12 | -3 | -2.1 | 16 | -0.6 | 3
Cc1cccnc1NC(=O)CSc1nnc(COc2ccc(C(C)C)cc2)n1C | -6 | 3.0 | -2 | 0 | 2.3 | -12 | 2 | -0.6 | 0 | 1.9 | 0
CS(=O)(=O)N(CC(=O)N1CCCC1)c1cccc(F)c1 | 19 | 0.3 | 6 | 9 | -0.9 | -2 | -3 | -3.7 | 10 | 5.5 | -2
Cc1ccc(NC(=O)C2CCCN(c3ncccn3)C2)c(C)c1 (stereo unspecified) | 9 | -0.8 | 5 | 5 | 1.3 | 0 | -1 | -1.3 | 6 | 1.4 | 2
COc1ccc(NC(=O)COc2ccc(N(C)S(=O)(=O)c3ccc(Cl)cc3)cc2)cc1 | 7 | 3.7 | -3 | -13 | 1.9 | 3 | -4 | -1.1 | 0 | 1.9 | 1
O=C(COc1ccc(Cl)cc1Cl)NNC(=S)NC(=O)c1ccco1 | 7 | -4.0 | -20 | -4 | -7.9 | -1 | -1 | 0.6 | -13 | -7.0 | 1
O=C(Cc1ccc(-c2ccccc2)cc1)NCc1cccnc1 | -7 | 3.0 | 8 | -1 | -1.9 | -11 | 1 | 0.0 | i | -0.2 | -5
CCc1ccc(C(=O)NNC(=O)c2cccc(N3C(=O)CCC3=O)c2)cc1 | 5 | 1.9 | 7 | -1 | 2.0 | 9 | 1 | 1.4 | -2 | 0.2 | 3

Full records, looked up by structure. Screens in order: PKA-R1A activ, phage Ecoli inh, HTR5A inv ctr, PKA-R2B act, E coli growth, Tat export inh, DAGLB inh, CDK5 inh, SUMO Mot1 rescue, AddAB inh, HTR5A ag
Cc1cccnc1NC(=O)CSc1nnc(COc2ccc(C(C)C)cc2)n1C as listed: -6, 3.0, -2, 0, 2.3, -12, 2, -0.6, 0, 1.9, 0
COc1ccc(CCN2CCCn3c2nc2c3c(=O)n(Cc3ccccc3F)c(=O)n2C)cc1OC as listed: -2, 3.7, -3, -4, 1.1, 1, -6, 0.8, -3, 0.7, 1
CCc1cc2c(-n3nc(C)cc3C)ncnc2s1 as listed: 4, 2.4, -15, -4, -0.3, -16, -5, -0.1, -1, 1.5, 3
CCc1ccc(C(=O)NNC(=O)c2cccc(N3C(=O)CCC3=O)c2)cc1 as listed: 5, 1.9, 7, -1, 2.0, 9, 1, 1.4, -2, 0.2, 3
